High-throughput results: PubChem, The Scripps Research Institute Molecular Screening Center
GSTO1 counter – counter-screen for RBBP9 inhibitors: inhibitors of human GSTO1 | recombinant GSTO1, activity-based probe fluorescence polarization | inhibition, % at 5.96 µM | hit rate 1.1% among 300,000 | AID 1974;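 active = inhibition above the campaign mean inhibition plus 3 SD, cut at about 35% in these data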;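 note: 0% = GSTO1-1 with DMSO and 100% = wells lacking GSTO1-1 enzyme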
LYPLA1 counter – counter-screen for PME1 inhibitors: inhibitors of human LYPLA1; hit rate 0.16% among 320,000; recombinant LYPLA1, FP-Rh probe fluorescence polarization; inhibition, % at 5.9 µM;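 active = inhibition above the mean of all tested compounds plus 3 SD, set per campaign, cut at about 14% in these data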;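 note: inhibitors block serine hydrolase probe labeling of LYPLA1 so polarization falls; 0% = enzyme with DMSO and 100% = wells lacking LYPLA1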
ZTA counter – ZTA (EBV) inhibition in EBNA-1 counter-screen; hit rate 0.15% among 320,000; P03206; AID 2234; ZTA-DNA binding, fluorescence polarization; inhibition, % at 11 µM; in the data active = inhibition above about 33%
PAFAH2 FP inh – inhibitors of human PAFAH2. Q99487. recombinant PAFAH2, FP-rhodamine activity probe, fluorescence polarization. inhibition, % at 3.39 µM. hit rate 0.99% among 340,000;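 active = inhibition above the mean over all tested compounds plus 3 SD, cut at about 30% in these data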;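 note: inhibitors block probe labeling of enzyme so polarization drops; 0% = enzyme with DMSO and 100% = wells lacking PAFAH2 protein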
EBNA-1 inh – blocks EBNA-1 binding to DNA; hit rate 0.34% among 300,000; inhibition, % at 14.8 µM; EBNA-1 DNA binding, fluorescence polarization; in the data active = inhibition above about 28%
PAD4 inh – inhibitors of human PAD4; inhibition, % at 6.36 µM; AID 485272; recombinant PAD4, RCA probe fluorescence polarization; hit rate 0.41% among 330,000;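 active = percent inhibition above a cutoff equal to the mean of all tested compounds plus 3 SD, cut at about 15% in these data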;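 note: 0% = PAD4 with RCA probe and DMSO and 100% = probe without PAD4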
Target sequence (Q9UM07 whole entry, looked up): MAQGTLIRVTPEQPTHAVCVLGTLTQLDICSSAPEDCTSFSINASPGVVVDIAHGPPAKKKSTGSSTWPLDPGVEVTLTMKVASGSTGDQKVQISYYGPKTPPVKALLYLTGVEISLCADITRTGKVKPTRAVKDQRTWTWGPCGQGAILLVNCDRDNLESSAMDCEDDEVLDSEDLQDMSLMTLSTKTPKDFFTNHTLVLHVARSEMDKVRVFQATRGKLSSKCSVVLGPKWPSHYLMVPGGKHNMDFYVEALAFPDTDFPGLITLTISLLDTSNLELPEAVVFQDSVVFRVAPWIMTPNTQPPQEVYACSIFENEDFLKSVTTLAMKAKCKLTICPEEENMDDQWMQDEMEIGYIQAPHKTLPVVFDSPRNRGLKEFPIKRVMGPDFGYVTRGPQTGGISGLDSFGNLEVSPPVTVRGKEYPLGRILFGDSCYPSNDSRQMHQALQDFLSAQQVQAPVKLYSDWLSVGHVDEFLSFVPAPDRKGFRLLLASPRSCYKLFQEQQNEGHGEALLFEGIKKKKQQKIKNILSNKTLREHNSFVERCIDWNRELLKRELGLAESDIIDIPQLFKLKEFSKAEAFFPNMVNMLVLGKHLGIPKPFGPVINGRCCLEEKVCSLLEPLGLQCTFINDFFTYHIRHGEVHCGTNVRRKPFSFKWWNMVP
PREPL inhibitor – human PREPL enzyme inhibition; AID 2751; recombinant PREPL, fluorescence polarization activity-based probe; inhibition, % at 5.96 µM; Q4J6C6; hit rate 0.68% among 320,000; in the data active = inhibition above about 43%;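 note: 0% = enzyme with DMSO and 100% = wells lacking enzyme; many of its hits are not listed in these tables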
PAFAH1B3 inh – blocks human PAF acetylhydrolase 1B catalytic subunit 3; hit rate 0.28% among 340,000; inhibition, % at 3.39 µM; recombinant PAFAH1B3, FP-rhodamine probe, fluorescence polarization; AID 492972; Q15102;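 active = inhibition above the screen-wide average of all tested compounds plus 3 SD, cut at about 25% in these data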;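 note: 0% = enzyme with DMSO only and 100% = wells lacking PAFAH1B3 protein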
LYPLA2 inh – LYPLA2 (human) inhibition in PME1 counter-screen; inhibition, % at 5.9 µM; hit rate 0.38% among 320,000; O95372; recombinant LYPLA2, FP-Rh probe fluorescence polarization;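 active = inhibition above the screen-wide mean plus 3 SD, limit set per campaign, cut at about 26% in these data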;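 note: 0% = LYPLA2 with DMSO and 100% = wells lacking LYPLA2 enzyme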
Target sequence (O95372 whole entry, looked up): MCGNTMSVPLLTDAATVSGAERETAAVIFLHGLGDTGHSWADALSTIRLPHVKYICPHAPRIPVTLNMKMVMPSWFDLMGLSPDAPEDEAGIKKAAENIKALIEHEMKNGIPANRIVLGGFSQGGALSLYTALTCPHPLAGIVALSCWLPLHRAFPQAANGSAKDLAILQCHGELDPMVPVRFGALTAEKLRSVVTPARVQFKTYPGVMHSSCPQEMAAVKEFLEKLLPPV
An asterisk follows results filed as active; / = not tested or not shown. These rows are one share of the data (hit frequency here may not be typical).

#	Compound	GSTO1 counter	LYPLA1 counter	ZTA counter	PAFAH2 FP inh	EBNA-1 inh
1	COC(=O)c1ccn(CC(=O)NC2CCCCC2)n1	-6	-1	4	4	-19
2	Cc1cnc(C)c(N2CCN(Cc3nc(-c4cccc(F)c4F)oc3C)CC2)n1	-1	-3	-1	-6	11
3	CCCCCCCN1CCC(=O)N([C@H](CO)CC(C)C)CC1	-3	-2	-4	4	-5
4	Cn1cc(S(=O)(=O)N2CCN(c3cccc(C(F)(F)F)c3)CC2)c(=O)n(C)c1=O	0	4	4	-1	-3
5	CCc1ccc(OC(=O)c2cccnc2)cc1	-2	0	11	-5	-1
6	COc1cccc(NC(=S)N(CCc2ccc(OC)c(OC)c2)Cc2ccccn2)c1	5	1	-11	-2	8
7	CC(C)(C)C1CCC2(CC1)NC(=S)N(c1ccccc1)N2 (stereo not drawn)	12	-1	3	4	3
8	Cc1nn(C)cc1/C=N\NC(=O)c1csc2c1CCCC2	3	1	-15	-3	-14
9	O=C1CCCN1C(=O)COc1cc(F)ccc1[N+](=O)[O-]	/	2	-7	4	/
10	CC1=C(C(=O)Nc2cc(C(=O)N3CCN(c4cccc(C)c4)C(C)C3)ccc2C)SCCO1 (stereo not drawn)	0	-1	13	0	4
11	CCN(CC)S(=O)(=O)c1ccc2c(c1)nc(CCC(=O)OCc1c(C)noc1C)n2C	5	0	-1	10	-6
12	CCCCn1c(N)c(-c2nc3ccccc3o2)c2c([N+](=O)[O-])nn(CC)c(=O)c21	0	0	-7	2	6
13	CC1CC(C)CN(CCCNC(=O)Cn2cccc2C(=O)c2ccccc2)C1 (stereo not drawn)	-9	-1	-1	14	-17
14	Cc1cc(N2CCOCC2)nc2ccc(NC(=O)CCC(=O)N3CCN(c4cccc(C(F)(F)F)c4)CC3)cc12	-1	2	0	1	-9
15	CCOCc1c(C(=O)OCC(=O)NCc2ccc(F)cc2)oc2ccccc12	/	-3	-3	2	/

#	PAD4 inh	PREPL inhibitor	PAFAH1B3 inh	LYPLA2 inh
1	-5	10	5	-1
2	2	13	-3	-5
3	0	23	10	1
4	2	-1	13	8
5	4	8	-3	-2
6	-2	16	2	3
7	1	1	2	1
8	4	6	4	4
9	3	-4	0	0
10	0	32	12	4
11	2	-1	2	-3
12	6	23	-1	5
13	-10	15	2	-2
14	-3	35	3	41*
15	-5	11	-1	2

Going on with the list.
#	Compound	GSTO1 counter	LYPLA1 counter	ZTA counter	PAFAH2 FP inh	EBNA-1 inh
16	COc1ccc(C(=O)/C=C/Nc2cc(C)on2)cc1	3	-3	-5	3	-5
17	COc1ccc(N(CC(=O)Nc2cccc(C(C)=O)c2)S(C)(=O)=O)cc1OC	1	2	-26	-2	11
18	O=[N+]([O-])c1ccccc1/C=C/C=N/N1CCCCC1	7	0	-4	-1	0
19	C[C@@H](C(=O)NCC1CCCO1)N1C(=O)N2CCc3c([nH]c4ccccc34)[C@@]2(C)C1=O (stereo partly drawn)	3	-1	-3	1	-8
20	NC(=O)c1cccc2c(=O)oc3ccccc3c12	4	2	-3	5	7
21	S=C(N/N=C/c1ccc(Br)cc1)N1CCCCC1	-6	1	-13	8	-3
22	CC1CCN(S(=O)(=O)c2ccc(NC(=O)C3CCN(C(=O)c4ccco4)CC3)cc2)CC1	0	7	-26	-3	1
23	O=C(CCC(=O)N1CCOc2ccccc21)N1CCN(c2ccccc2)CC1	0	-3	3	3	0
24	COc1ccc(N(C(=O)Cn2cnc3ccccc32)C(C(=O)NC2CCCCC2)c2ccccc2)cc1 (stereo not drawn)	5	-1	-11	2	-2
25	COc1cccc(C2=NOC(C(=O)Nc3c(C)n(C)n(-c4ccccc4)c3=O)C2)c1 (stereo not drawn)	4	0	-11	-4	-5
26	O=C1CSC(c2cccnc2)N1CC1CC1 (stereo not drawn)	4	3	-17	4	-4
27	O=C(N1CCOCC1)C1(c2ccc(Cl)cc2)CCCC1	9	-2	4	-4	5
28	CC(O)c1c(-c2ccccc2)nn(C)c1Cl (stereo not drawn)	4	1	-10	7	9
29	Cn1nccc1C(=O)N1CCc2ccccc21	8	-1	5	-8	-10
30	COc1ccc(-n2nnc3c(=O)n(C/C=C/c4ccccc4)cnc32)cc1	-1	-7	6	3	16

#	PAD4 inh	PREPL inhibitor	PAFAH1B3 inh	LYPLA2 inh
16	2	-5	7	-1
17	1	11	-2	4
18	-4	18	3	7
19	3	5	11	4
20	-5	4	6	-5
21	-3	-12	6	1
22	1	-7	4	7
23	2	-2	9	-1
24	3	8	13	1
25	-2	6	-1	-2
26	2	10	6	11
27	0	15	1	-2
28	1	-6	5	5
29	3	10	4	0
30	-3	-18	-4	-6

Random excerpt: 3 entries already listed
#	Compound	GSTO1 counter	LYPLA1 counter	ZTA counter	PAFAH2 FP inh	EBNA-1 inh
23	O=C(CCC(=O)N1CCOc2ccccc21)N1CCN(c2ccccc2)CC1	0	-3	3	3	0
26	O=C1CSC(c2cccnc2)N1CC1CC1 (stereo not drawn)	4	3	-17	4	-4
24	COc1ccc(N(C(=O)Cn2cnc3ccccc32)C(C(=O)NC2CCCCC2)c2ccccc2)cc1 (stereo not drawn)	5	-1	-11	2	-2

#	PAD4 inh	PREPL inhibitor	PAFAH1B3 inh	LYPLA2 inh
23	2	-2	9	-1
26	2	10	6	11
24	3	8	13	1

Further entries follow.
#	Compound	GSTO1 counter	LYPLA1 counter	ZTA counter	PAFAH2 FP inh	EBNA-1 inh
31	COC(=O)c1ccc(NC(=O)c2ccc3c(c2)C(=O)N(C)C3=O)cc1	-2	1	-10	-6	-6
32	CC(C)(C)c1oc(C(=O)O)cc1CN1CCOCC1	-9	-1	4	-4	8
33	COc1ccc(S(=O)(=O)N2CCC(C(=O)NCCC(=O)Nc3cccc(Cl)c3)CC2)cc1	-3	2	6	-3	10
34	COc1ccc(CNC(=O)CSc2nnc3c(n2)[nH]c2ccc(C)cc23)cc1	3	2	-3	-3	-1
35	CC(C(=O)NC(=O)NC1CCCCC1)N1CCN(c2ccc(O)cc2)CC1 (stereo not drawn)	/	2	-11	-4	/
36	Cc1onc(-c2c(Cl)cccc2Cl)c1C(=O)NCc1ccco1	11	3	0	0	6
37	CCC(C(=O)NC1CCCC1)N(C(=O)Cn1nnc(-c2ccc(C)o2)n1)C(C)(C)C (stereo not drawn)	7	0	3	0	11
38	COc1ccc(-c2cc(C(=O)NNC(=S)NC(=O)c3c(-c4ccccc4)noc3C)[nH]n2)cc1	6	-2	3	13	-1
39	CCCCCCSc1ccc(-c2nc3ccc(Cl)cn3c2NC2CCCCC2)cc1	/	/	/	0	/
40	O=C(Nc1ccccc1)Nc1cccc(Cl)c1	-3	-12	-10	-4	-17
41	CCn1c(SCC(=O)Nc2oc(-c3ccccc3)c(-c3ccccc3)c2C#N)nnc1-c1cc(OC)cc(OC)c1	-8	-8	17	1	-4
42	COc1ccc(C#Cc2c(-c3ccsc3)oc3ccc(-c4cc(OC)c(OC)c(OC)c4)cc23)cc1	3	5	-9	-5	5
43	Cc1ccccc1N(C(=O)c1snc(C(N)=O)c1N)C(C(=O)NCC1CCCO1)c1ccc(N(C)C)cc1 (stereo not drawn)	1	1	6	-9	28*
44	COc1cc(NS(=O)(=O)c2ccc(NC(=S)Nc3ccccc3)cc2)nc(OC)n1	1	-3	12	-5	6
45	CCOc1ccc(N(CC(=O)Nc2ccc(OC)cc2OC)S(=O)(=O)c2c(C)[nH]c(=O)[nH]c2=O)cc1	11	-1	-4	6	1

#	PAD4 inh	PREPL inhibitor	PAFAH1B3 inh	LYPLA2 inh
31	-1	-13	12	-1
32	-3	2	2	-6
33	-2	-9	11	11
34	1	-4	6	1
35	-4	-2	-6	-3
36	-3	0	8	5
37	0	1	2	4
38	-3	11	9	7
39	-3	0	-1	/
40	-7	12	-7	-4
41	-9	10	-3	-13
42	2	24	3	5
43	-8	-7	4	-6
44	3	5	0	2
45	2	17	6	-13

An excerpt of these results, as labelled records:
44	COc1cc(NS(=O)(=O)c2ccc(NC(=S)Nc3ccccc3)cc2)nc(OC)n1
  GSTO1 counter: 1	LYPLA1 counter: -3	ZTA counter: 12	PAFAH2 FP inh: -5	EBNA-1 inh: 6	PAD4 inh: 3	PREPL inhibitor: 5	PAFAH1B3 inh: 0	LYPLA2 inh: 2
37	CCC(C(=O)NC1CCCC1)N(C(=O)Cn1nnc(-c2ccc(C)o2)n1)C(C)(C)C (stereo not drawn)
  GSTO1 counter: 7	LYPLA1 counter: 0	ZTA counter: 3	PAFAH2 FP inh: 0	EBNA-1 inh: 11	PAD4 inh: 0	PREPL inhibitor: 1	PAFAH1B3 inh: 2	LYPLA2 inh: 4

Compound profiles, as listed above. Order of screens: GSTO1 counter	LYPLA1 counter	ZTA counter	PAFAH2 FP inh	EBNA-1 inh	PAD4 inh	PREPL inhibitor	PAFAH1B3 inh	LYPLA2 inh
Record of COc1ccc(S(=O)(=O)N2CCC(C(=O)NCCC(=O)Nc3cccc(Cl)c3)CC2)cc1 = -3	2	6	-3	10	-2	-9	11	11
Record of CC(C)(C)c1oc(C(=O)O)cc1CN1CCOCC1 = -9	-1	4	-4	8	-3	2	2	-6
Record of CCOc1ccc(N(CC(=O)Nc2ccc(OC)cc2OC)S(=O)(=O)c2c(C)[nH]c(=O)[nH]c2=O)cc1 = 11	-1	-4	6	1	2	17	6	-13

Going on with the list:
#	Compound	GSTO1 counter	LYPLA1 counter	ZTA counter	PAFAH2 FP inh	EBNA-1 inh
46	O=C(Nc1ccccc1F)n1ncc2cc(Cl)ccc21	2	-3	7	-4	-14
47	Cc1ccc(C(=O)Nc2cccc3ncccc23)cc1[N+](=O)[O-]	3	1	6	2	-4
48	O=C(NC1CCCC1)C(c1c(F)cccc1Cl)N(C(=O)c1csnn1)C1CC1 (stereo not drawn)	-5	-1	-13	3	-18
49	Cc1cc(C)cc(NC(=S)Nc2ccccn2)c1	2	-1	-21	-8	6
50	CC[N+](CC)(CC)CCCCOc1ccc2c(c1)C(=O)c1cc(OCCCC[N+](CC)(CC)CC)ccc1-2	4	4	4	2	11
51	COc1ccc(C2C3=C(OC(C)=O)c4ccccc4C3=Nc3c2c(=O)n(C)c(=O)n3C)cc1 (stereo not drawn)	-4	4	11	-4	15
52	O=C(COC(=O)c1cccc2ccccc12)Nc1ncc(C(F)(F)F)cc1Cl	0	1	1	-1	8
53	O=C(COC(=O)c1ccc(NS(=O)(=O)c2cccs2)cc1O)Nc1ccc(F)cc1	-1	-4	-21	26	-10
54	O=C(O)c1ccc2c(c1)ncn2C1CCCCC1	-7	-3	15	-1	13
55	COc1ccc(N2CCN(C(c3cccs3)C(C)NS(=O)(=O)c3ccccc3)CC2)cc1 (stereo not drawn)	-5	1	-17	0	-4
56	O=C(c1ccco1)N1CCN(c2nc3ccccc3c(=O)n2-c2ccccc2)CC1	-6	-1	-8	0	-9
57	COc1ccc(NC(=O)CCC(=O)Nc2nnc(C3CCCCC3)s2)cc1	-3	0	10	6	3
58	COc1cc(CN2CCCCCC2)c([N+](=O)[O-])cc1OC	-2	0	-13	2	-10
59	C/C(=N\NC(=O)COc1ccc(C(C)(C)C)cc1)c1ccc2c(c1)OCCO2	-3	-2	6	-1	-6
60	COc1ccc(CCNC(=O)c2cc(S(=O)(=O)N3CCCC3)cn2C)cc1OC	-2	1	-4	2	6
61	COC(=O)c1c(C)oc2c1cc(NS(=O)(=O)c1cccs1)c1ccccc12	4	-5	-1	1	3

#	PAD4 inh	PREPL inhibitor	PAFAH1B3 inh	LYPLA2 inh
46	2	3	5	-9
47	-1	3	6	26
48	-5	9	-2	-1
49	-1	0	3	1
50	-2	12	6	1
51	0	0	7	6
52	-6	12	-4	3
53	-1	-17	13	2
54	-3	-2	7	1
55	-2	16	0	11
56	-5	13	5	-3
57	-5	5	10	5
58	-6	-10	17	0
59	3	12	4	-8
60	-7	-3	4	-2
61	1	-10	-4	-4
